High-throughput results (PubChem BioAssay)
CCR6 antagonist – CCR6 (human) receptor antagonism | P51684 | CHO-K1 CCR6 PathHunter beta-arrestin, luminescence, CCL20-stimulated | inhibition, % at 20 µM | actives 0.49% (n = 340,000) | AID 493098;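 active = compounds whose inhibition of the agonist-driven luminescence signal at 20 µM reaches about 50%, limit read from the data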;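 note: cells stimulated with CCL20 at 14 nM final; plate controls were DMSO with CCL20 for no effect and DMSO without agonist for full effect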
ATG4B inh – ATG4B (human) cysteine protease inhibition. AID 504462. ATG4B cleavage of LC3-PLA2, NBD-HPC fluorescence, 1 h. actives 0.51% (n = 340,000). inhibition, % at 8.33 µM; in the data active = inhibition above about 40%
Target sequence (Q9Y4P1 whole entry, looked up): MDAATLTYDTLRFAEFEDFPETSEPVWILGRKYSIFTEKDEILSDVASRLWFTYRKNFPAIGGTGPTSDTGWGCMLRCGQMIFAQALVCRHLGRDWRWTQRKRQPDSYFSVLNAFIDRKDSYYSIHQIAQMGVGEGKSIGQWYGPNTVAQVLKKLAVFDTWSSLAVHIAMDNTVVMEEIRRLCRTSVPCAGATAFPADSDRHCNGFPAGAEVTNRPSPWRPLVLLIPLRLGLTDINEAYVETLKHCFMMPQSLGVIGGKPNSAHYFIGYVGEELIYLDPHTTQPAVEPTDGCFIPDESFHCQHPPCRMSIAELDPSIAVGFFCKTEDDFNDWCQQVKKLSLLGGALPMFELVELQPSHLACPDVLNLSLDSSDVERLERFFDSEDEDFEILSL
EBI2 block – EBI2 (human) antagonism; actives 0.81% (n = 360,000); AID 651636; inhibition, % at 5 µM; P32249; EBI2 beta-arrestin recruitment, luminescence, 7a,25-OHC stimulated; in the data active = inhibition above about 38%;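 note: enzyme fragment complementation signal reports receptor beta-arrestin coupling in cells; 0% = agonist plus DMSO wells and 100% = wells without agonist; some results beyond the cut were filed as inactive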
Target sequence (P32249 whole entry, looked up, the tested form may be a part): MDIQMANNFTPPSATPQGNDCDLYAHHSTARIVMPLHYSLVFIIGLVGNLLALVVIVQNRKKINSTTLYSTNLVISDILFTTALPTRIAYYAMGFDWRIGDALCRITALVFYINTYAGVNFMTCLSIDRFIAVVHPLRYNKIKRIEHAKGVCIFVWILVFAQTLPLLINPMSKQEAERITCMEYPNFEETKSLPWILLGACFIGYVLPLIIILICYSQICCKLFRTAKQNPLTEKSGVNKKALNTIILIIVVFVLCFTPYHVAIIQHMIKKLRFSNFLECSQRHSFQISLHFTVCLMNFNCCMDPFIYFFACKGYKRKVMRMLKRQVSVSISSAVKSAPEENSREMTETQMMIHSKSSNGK
CXCR6 block – blocks human CXCR6 beta-arrestin recruitment; inhibition, % at 20 µM; O00574; actives 0.36% (n = 360,000); CHO-K1 PathHunter CXCR6 beta-arrestin, luminescence; in the data active = inhibition above about 34%, passing the limit was not always enough;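 note: antagonist mode with CXCL16 agonist at 10 nM final; 0% = 10 nM CXCL16 with DMSO and 100% = unstimulated wells without agonist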
Gli-Sufu block – blocks Gli-Sufu signaling in a luciferase reporter | AID 588413 | Sufu-KO-LIGHT fibroblasts, Gli luciferase reporter luminescence | inhibition, % at 5 µM | actives 0.74% (n = 340,000);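 active = inhibition above about 55%, limit read from the data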;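 note: 0% = DMSO-treated cells and 100% = wells with medium but no cells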
APJ antagonist – antagonists of human APJ apelin receptor. inhibition, % at 20 µM. actives 0.32% (n = 330,000). CHO-K1 APJ beta-arrestin complementation, luminescence. AID 2521;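 active = inhibition above about 40% at 20 µM, limit read from the data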;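 note: cells challenged with 10 nM apelin-13 agonist together with compound; plate controls were apelin-13 plus DMSO wells for no effect and DMSO wells lacking apelin-13 for full effect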
UBC13 polyUb – blocks human UBC13 polyubiquitin chain formation; inhibition, % at 20 µM; P61088; AID 485273; actives 0.47% (n = 330,000); TR-FRET; in the data active = inhibition above about 45%, passing the limit was not always enough; inconclusive = no clear call, values can overlap the other calls
Target sequence (P61088 whole entry, looked up): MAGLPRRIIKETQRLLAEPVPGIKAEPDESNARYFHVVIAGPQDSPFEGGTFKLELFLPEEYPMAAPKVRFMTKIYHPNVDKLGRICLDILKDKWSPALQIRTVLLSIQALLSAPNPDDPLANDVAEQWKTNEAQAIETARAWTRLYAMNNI
APJ agonist – APJ receptor agonism; P35414; actives 0.11% (n = 330,000); CHO-K1 APJ PathHunter beta-arrestin, luminescence; 0% DMSO wells, 100% apelin; activation, % at 20 µM;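 active = activation more than six SD over the plate average, tested at 20 µM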;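 note: 0% = DMSO alone and 100% = apelin-13 at 10 nM; some results filed as inactive read as strong as hits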
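Assay system – PathHunter CHO-K1 APJ (AGTRL-1) beta-arrestin reporter cells · Compound – one dose, 20 µM compound, 1% DMSO · Timing – compound 90 min 25 °C, reagent 1 h · Measured by – luminescence from split beta-galactosidase complementation, Galacton Star/Emerald II substrate · Measure – beta-arrestin recruitment to APJ as agonist activity, luminescent signal · Benchmarks – DMSO vs Apelin-13 10 nM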
Active calls of the source: *; ? = inconclusive; . = no result given.

SMILES	CCR6 antagonist	ATG4B inh	EBI2 block	CXCR6 block	Gli-Sufu block	APJ antagonist	UBC13 polyUb	APJ agonist
CC(OC(=O)C1CSC2(C)CCC(=O)N12)C(=O)Nc1ccc(F)cc1 (centres undefined)	4.5	4.3	-8.8	-7.1	-2.9	-4.8	-5.2	-4.5
O=C(c1n[nH]c2ccccc12)N1CCN(S(=O)(=O)c2ccc3ccccc3c2)CC1	-2.9	-18.0	0.1	-6.4	3.8	-5.0	-9.0	-1.0
O=C(c1cc(-c2ccc(Cl)c(Cl)c2)on1)N1CCCCCC1	4.2	-1.1	1.2	1.0	-100.8	6.9	-4.1	-4.7
CCN(CC(=O)NCc1ccc(Cl)cc1)CC(=O)NC1(C#N)CCCC1	6.4	1.5	-16.4	6.7	3.7	9.1	6.0	-0.7
Nc1nc(N)c(N=Nc2ccc(S(N)(=O)=O)cc2)c(=O)[nH]1	2.2	-0.6	0.5	-3.7	-2.6	13.7	-34.1	-2.2
Nc1c(C2=NCCO2)nnn1Cc1ccccc1	7.7	2.3	-6.4	-7.1	1.3	-8.2	-6.7	-0.7
COc1ccc(OC)c(S(=O)(=O)N2CCN(c3ncccn3)CC2)c1	7.8	2.2	-2.5	5.8	8.0	-14.9	-1.3	-2.0
COCCOC(=O)C1=C(C)NC(=O)NC1c1cccs1 (centres undefined)	11.4	2.7	-0.1	-2.2	-1.9	12.4	2.6	-1.4
COc1ccc(CCN(C)C(=O)C2CCN(Cc3cccc(OC)c3OC)CC2)cc1OC	12.2	-4.7	-15.0	-4.9	5.5	-13.0	-1.2	-4.5
O=C(CSc1nnc(-c2ccccn2)n1-c1ccc(Cl)cc1)Nc1ccc2c(c1)OCO2	12.0	9.3	5.5	3.1	-2.9	-10.0	1.4	-4.8
COc1cccc2[nH]c3c(=O)n(CCCN4CCOCC4)cnc3c12	-5.9	-6.5	-6.9	3.3	7.7	-7.5	13.3	-2.1
CCc1nc2nc(C)c(NS(=O)(=O)c3ccc(F)cc3)c(=O)n2[nH]1	15.7	1.5	5.7	4.9	-5.5	4.8	-1.9	-3.5
CCCCOCC(O)CCc1n[nH]c(=S)n1-c1ccccc1 (centres undefined)	-3.7	4.2	-1.0	-7.6	6.4	5.4	-0.1	-2.1
Cc1cc(NC(=O)COc2ccccc2)n(-c2ccccc2)n1	-0.1	-4.9	24.6	3.9	5.6	19.8	-1.8	2.5
C=CCN1C(=O)C(CC(=O)Nc2ccccc2)N(Cc2ccccn2)C1=S (centres undefined)	-3.7	-4.1	-6.9	-8.2	-9.1	-12.7	6.5	5.3
Cc1c(Cl)cccc1N(Cc1ccc(C(=O)O)cc1)S(=O)(=O)c1ccccc1	0.0	15.1	5.5	2.7	-2.1	6.0	-0.4	-3.7
O=C(CNc1ccc(Cl)cc1)c1ccc(Br)cc1	61.9*	8.6	31.7	37.9	-2.8	82.7*	8.8	-12.5
COc1cc(/C=C/C(=O)O)ccc1OS(=O)(=O)c1cc(Br)ccc1C	-0.7	1.0	-7.0	-0.9	.	0.5	-9.1	-1.3
NC(=NCCc1ccccc1)NC(=O)c1cc(Cl)ccc1O	-5.2	1.7	1.6	-0.4	-25.5	-13.1	21.7	-5.1
COc1cccc(NC(=O)C(C)NS(=O)(=O)c2ccc(Br)cc2)c1 (centres undefined)	-13.5	1.6	-2.2	-1.4	-3.4	-11.7	3.7	-2.8
COc1ccc(NC(=O)CN2C(=O)NC(C)(c3ccc4c(c3)OCCO4)C2=O)cc1S(N)(=O)=O (centres undefined)	3.9	-6.5	-5.4	-1.9	3.6	4.9	-11.8	-2.7
Cc1ccc(NS(=O)(=O)c2ccc(C(=O)N3CC(C)OC(C)C3)cc2)cc1 (centres undefined)	-3.1	-14.1	-3.5	-8.4	12.7	-13.6	-2.4	7.6
COCCN(C(C)=O)c1nnc(-c2ccccn2)s1	6.6	2.4	-7.5	-4.7	-19.2	7.0	3.8	4.3
Cc1cc(C(F)F)n2ncc(C(=O)NCc3ccccc3F)c2n1	-13.8	7.9	-6.4	-4.9	6.5	-3.3	2.8	3.5
CCOC(=O)/C(=C/C=C1\Sc2cc(C)c(C)cc2N1CC)C(C)=O	17.2	3.5	8.5	12.7	28.5	.	.	.
CC(C)(C)c1ccc(S(=O)(=O)NCC(=O)Nc2ccc(-c3nc4ccccc4s3)cc2)cc1	-2.0	-4.3	2.0	-9.2	-17.7	3.4	2.5	0.8
CCC[C@@H](CN1CCC[C@H]1CN1C(N)=NC[C@@H]1Cc1ccccc1)N1C[C@@H](Cc2ccccc2)N(CCCC2CCCC2)C1=N	9.0	7.5	13.8	-5.0	13.6	24.9	64.6*	-4.6
CNc1nc(OCCNC(=O)Nc2ccccc2)nc(N2CCOCC2)n1	0.7	-6.4	0.9	-3.5	-0.3	-6.7	5.3	-0.5
COc1cccc(C(=O)COc2ccc(NC(=O)c3cccs3)cc2)c1	11.4	-8.8	-6.6	4.2	-5.6	3.7	-8.0	-2.8
Cc1ccc(CC(=O)NCCC(=O)O)cc1	-4.5	-0.4	-1.7	-5.2	8.1	5.3	-1.5	-0.6
CN(Cc1ccc(Cl)cc1)C(=O)c1ccccc1SCC(=O)N1CCCC1	-2.8	0.0	-5.2	-0.5	7.8	11.8	-5.0	1.3
COC(=O)c1ccccc1CSc1nsc(/C=C/N(C)C)c1C#N	21.1	25.9	-4.8	-6.3	4.7	9.9	-5.8	-2.6
S=c1[nH]nc(-c2ccco2)n1/N=C/C=C/c1ccccc1	23.9	-4.6	-3.5	2.8	-10.6	10.9	-6.8	-2.3
COc1cc(/C=N/NC(=O)c2cccc([N+](=O)[O-])c2)ccc1O	4.3	-3.5	-0.7	-1.3	1.9	3.3	-7.4	-0.8
COC(=O)[C@H]1Cc2cnoc2C[C@]1(C)C(=O)O	5.6	-0.6	-0.9	-4.9	4.0	-8.0	5.1	-0.6
COc1ccc(C(=O)NCc2ccco2)cc1S(=O)(=O)N1CCOCC1	11.3	-4.6	-3.3	-1.5	16.0	18.5	2.7	2.6
Cc1snc(SCc2cccc(Cl)c2)c1C#N	21.2	12.1	-10.0	2.6	-4.4	-6.2	10.0	-4.3
Cc1nn(C)cc1/C=N\NC(=O)Cc1ccc([N+](=O)[O-])cc1	6.7	7.3	-3.7	7.1	0.2	-10.9	-5.2	-2.9
CCC(=O)N1c2ccc(S(=O)(=O)CCC(=O)Nc3ccc(OC)cc3OC)cc2CC1C (centres undefined)	10.5	-5.4	-9.6	-6.2	6.1	-10.5	-9.6	9.7
O=C(N/N=C/c1cc(Br)ccc1O)c1cccc(N2CCCC2=O)c1	4.3	-8.1	-3.3	-10.0	40.6	-16.9	-16.6	9.0
O=C(Nc1ccccc1F)Nc1ccccc1F	4.9	-0.9	2.7	-2.7	-18.7	-12.6	-8.2	-1.3
Cc1ccc(CCNC(=O)c2ccc(CS(=O)(=O)Cc3ccc(F)cc3)o2)cc1	-5.9	-9.8	24.0	-3.4	-5.9	3.4	1.2	1.0
COc1ccc(OCCC(=O)c2ccc(OC)cc2)cc1	-2.3	12.9	1.5	4.4	0.1	-7.5	3.2	1.3
CN(C)S(=O)(=O)c1ccc(C(=O)Nc2ccc(CN3CCCC3)cc2)cc1	10.6	-0.7	2.7	-1.3	-14.2	14.0	6.9	-2.2
O=C(Nc1nc2ccccc2s1)C1CCCN1S(=O)(=O)c1ccc(Cl)cc1 (centres undefined)	2.1	-4.7	15.1	5.8	0.8	-12.1	18.2	-1.2
COc1cc(NC(=O)CN(c2ccc(C)cc2)S(=O)(=O)c2c(C)n[nH]c2C)cc(OC)c1	-0.5	-22.9	4.4	5.7	-0.3	11.1	1.5	3.5
CS(=O)(=O)N(CC(=O)N1CCN(c2ccc(F)cc2)CC1)c1cccc(Cl)c1	4.8	0.0	3.5	-3.2	0.6	-8.9	4.3	-4.5
Cc1ccnc(NC(=O)CCC(=O)N(CC(=O)NC(C)(C)C)Cc2ccc3c(c2)OCO3)c1	0.0	-6.9	-4.4	1.5	1.2	15.0	-6.8	0.6
COc1ccccc1NC(=O)CN1CCN(CC(=O)Nc2cc(NC(C)=O)ccc2OC)CC1	-7.4	-10.1	-9.9	-5.5	2.5	7.4	6.7	1.5
COc1ccc(CCNC(=O)c2cc(S(=O)(=O)N3CCCCCC3)ccc2OC)cc1OC	10.8	-12.4	-0.2	8.2	9.1	19.3	2.3	0.4

New compounds follow.
SMILES	CCR6 antagonist	ATG4B inh	EBI2 block	CXCR6 block	Gli-Sufu block	APJ antagonist	UBC13 polyUb	APJ agonist
CCOC(=O)c1ccc(NC(=O)NCc2ccncc2)cc1	2.1	-16.6	-1.2	-3.4	-0.2	17.3	-9.5	0.4
CC1CN(Cc2ccc(Cl)cc2Cl)CC(C)O1 (centres undefined)	0.4	5.3	-6.0	1.9	2.9	18.2	-4.0	-3.4
O=C(O)CCCCCNc1ccc2nsnc2c1[N+](=O)[O-]	9.1	27.9	-6.8	3.0	1.5	0.7	-5.2	1.0
O=C(NCc1ccco1)/C(=C\c1cccs1)NC(=O)c1cccs1	21.0	0.1	-1.6	-4.1	1.4	1.2	0.1	-2.6
Cc1ccc(C(C)(C)C)cc1S(=O)(=O)Nc1ncnc2sccc12	-4.9	-9.0	-1.3	-4.8	5.3	-1.2	-9.2	-0.7
OC(COCC1CC=CCC1)Cn1cnc2ccccc21 (centres undefined)	25.1	-6.5	-14.3	1.0	25.8	-6.2	11.3	-1.8
CCCN(C(=O)CSc1nnnn1C)c1c(N)n(Cc2ccccc2)c(=O)[nH]c1=O	5.5	-4.5	-8.9	4.1	-4.3	7.2	-1.5	-1.4
CCOc1ccccc1NC(=O)c1cccnc1	-8.7	-8.4	-1.4	2.4	10.6	10.6	-5.4	-0.6
Cc1ccc(CNc2ccc3nnc(-c4ccccc4)n3n2)cc1	3.1	-6.2	6.6	1.5	4.0	20.8	4.4	-4.2
Cc1cccc(CN2CCC(C(=O)Nc3cccc(-c4cccc(F)c4)c3)CC2)n1	16.8	8.8	-5.3	-13.3	20.1	-28.4	11.4	3.2

Single records, as listed above. Screens in order: CCR6 antagonist | ATG4B inh | EBI2 block | CXCR6 block | Gli-Sufu block | APJ antagonist | UBC13 polyUb | APJ agonist
Shown for CNc1nc(OCCNC(=O)Nc2ccccc2)nc(N2CCOCC2)n1 = 0.7 | -6.4 | 0.9 | -3.5 | -0.3 | -6.7 | 5.3 | -0.5
Shown for Cc1snc(SCc2cccc(Cl)c2)c1C#N = 21.2 | 12.1 | -10.0 | 2.6 | -4.4 | -6.2 | 10.0 | -4.3
Shown for COC(=O)[C@H]1Cc2cnoc2C[C@]1(C)C(=O)O = 5.6 | -0.6 | -0.9 | -4.9 | 4.0 | -8.0 | 5.1 | -0.6
Shown for CCOC(=O)c1ccc(NC(=O)NCc2ccncc2)cc1 = 2.1 | -16.6 | -1.2 | -3.4 | -0.2 | 17.3 | -9.5 | 0.4

(further entries)
SMILES	CCR6 antagonist	ATG4B inh	EBI2 block	CXCR6 block	Gli-Sufu block	APJ antagonist	UBC13 polyUb	APJ agonist
CCOC(=O)C1=C(COC(=O)/C=C/c2cccc([N+](=O)[O-])c2)NC(=O)NC1C (centres undefined)	-2.2	-13.2	1.2	-12.1	2.4	-8.3	-3.2	11.7
CCN1CCC(=NNC(=O)c2ccc(C)c([N+](=O)[O-])c2)CC1	0.5	-1.8	-10.5	-0.8	-11.4	-5.9	-1.4	10.3
COc1ccc(-c2cc(=O)[nH]c(=S)[nH]2)cc1	-2.2	-1.1	1.3	-9.6	1.9	-28.8	?	-3.1
CCN(CC(=O)Nc1ccc(NC(C)=O)cc1)C(=O)COc1ccccc1Cc1ccccc1	29.1	-4.0	2.2	-1.1	-1.0	20.8	5.3	-2.9
COc1ccc(NC(=O)N(Cc2ccc(C)cc2)Cc2ccccn2)c(OC)c1	19.7	-3.3	0.4	-2.3	-21.4	-16.4	-9.0	-4.4
COc1ccc(C(=O)N/C(=C/c2ccco2)C(=O)N2CCCCCC2)cc1	-1.2	4.9	3.7	0.5	2.9	-19.2	-8.5	-1.9
